# Screening data: PubChem BioAssay, Small Molecule Screening Facility, UW Madison
# RMI FANCM FP: blocks RMI1/RMI2 complex binding to FANCM MM2 peptide; Fluorescence polarization, RMI core complex with F-MM2 peptide; stronger effect = lower value; FP signal (polarization) at 33 µM; 0.58% of 70,000 active; in the data active = FP signal below about 40; note: inactives centre near 61; strong numbers were not always called active; unit not given here
# Active calls of the source: *; & = joins results of further samples. The list is partial (hit frequency here may not be typical).
Compound,RMI FANCM FP
Fc1ccc(-n2nnc3c(SCc4c(F)cccc4Cl)ncnc32)cc1,59
Cc1[nH]c(=O)c(C#N)c(C)c1Cl,60
COc1ccc(C2c3cccn3CCN2S(=O)(=O)c2ccccc2C(F)(F)F)cc1OC (centres undefined),61
CCOC(=O)N1CCc2nc(NC(=O)c3ccnn3CC)sc2C1,69
COCCNC(=O)C(=O)NCC(c1ccsc1)N1CCc2ccccc2C1 (centres undefined),65
COC(=O)c1sccc1NS(=O)(=O)c1ccc(N2C(=O)CC3(CCCC3)C2=O)c(Cl)c1,54
Cc1[nH][nH]c(=O)c1N=Nc1ccc(S(=O)(=O)N2CCCCC2)cc1,59
CCc1cc2c(=O)c(-c3nc4ccccc4[nH]3)coc2c(CN2CCCCCC2)c1O,57
CCC(C)NC(=O)c1sccc1S(=O)(=O)N1CCN(c2ccccc2)CC1 (centres undefined),60
COc1ccc(/C=C2\SC(=S)N(N3CCOCC3)C2=O)c(OC)c1,74
Cc1ccc2[nH]c3c(=O)n(CC(=O)NCc4c(C)nn(C)c4C)cnc3c2c1,65
CCc1cccc2sc(NC(=O)C3CC3)nc12,71
COc1ccccc1CCNC(=O)c1ccc(N2CCCCS2(=O)=O)cc1,54
COCCN1CCC(CNC(=O)c2ccc3c(c2)OCO3)CC1,68
Cc1cccc(C(=O)NNC(=O)c2cccn(Cc3ccc(Cl)c(Cl)c3)c2=O)c1,65
CCOC(=O)c1ccc(N=Cc2ccccc2OC(=O)c2cc3ccccc3oc2=O)cc1,60
CCOc1ccccc1NC(=O)c1oc2ccc(C)cc2c1C,59
CN1CCN(/C=C(\C#N)C(=O)NCCc2ccccc2)CC1,62
C=CCN(CC=C)S(=O)(=O)c1ccc(C(=O)Nc2ccc3c4c(cccc24)CC3)cc1,97
CSc1c(C#N)c(-c2cccs2)nn1CNC(=O)Nc1ccccc1C(F)(F)F,61&52
O=C(CSc1nccn1-c1ccc([N+](=O)[O-])cc1)Nc1ccc(F)cc1F,63
Cc1ccc(CC(=O)N2CC(=O)Nc3ccccc32)cc1,66
CCCN1CCCc2cc(CCNC(=O)CC(C)(C)C)ccc21,77
N#CCSc1ncccc1C(F)(F)F,55
O=C(CCS(=O)(=O)c1ccccc1)Nc1ccc2c(c1)OCO2,58
CC(=O)Nc1ccc(C(=O)NCCNS(=O)(=O)Cc2ccccc2)cc1,65
O=S(=O)(O)Cc1cccc(F)c1,70
Cc1cc(-c2nnc(NC(=O)Cc3ccc4c(c3)OCO4)o2)n(C)n1,70
Nc1nc(SCc2ccccc2Cl)[nH]c(=O)c1NC(=O)c1ccccc1,84
COc1ccccc1N1CCN(Cc2cc(=O)c(OCC(=O)NC3CCCC3)co2)CC1,54
COC(=O)c1sc2ccccc2c1NC(=O)c1cc(C)no1,60
NC(=O)c1c(NC(=O)c2ccc(S(=O)(=O)N3CCCc4ccccc43)cc2)sc2c1CCCCC2,57
Cc1ccc(-n2ncc3c(C)nnc(SCC(=O)Nc4ccccc4F)c32)cc1C,60
CN(C)/C=C1/C(=O)NN=C1CSc1ccc(Cl)cc1,51
O=C(Nc1nc(-c2ccccn2)cs1)c1coc2ccccc2c1=O,83
Cc1nn(CCNC(=O)c2cccs2)c(C)c1Cl,61
Cc1ccc(OCc2nnc(SCC(=O)c3cccc(Cl)c3)n2-c2ccccc2)c2c1CCC2,70
CS(=O)(=O)/C(C#N)=C/c1ccsc1Sc1ccc(Cl)cc1,57
CCCCCCNC(=O)NC(Cc1ccccc1)C(=O)O (centres undefined),63
Cc1ccc(C)c(-c2nnc(NC(=O)CSc3ccc(Cl)cc3)o2)c1,56
CC(N=Cc1cc(Cl)ccc1O)c1ccc2c(c1)OCCO2 (centres undefined),52
c1ccc(Sc2nc(-c3ccccc3)ns2)cc1,56
CS(=O)(=O)c1ccccc1NC(=O)c1ccc(Cl)s1,66
CN(C(=O)Cn1nc(C2CC2)c2cnn(-c3cccc(Cl)c3)c2c1=O)c1ccccc1,76
COc1ccc(-c2noc(-c3cccn(CC(=O)Nc4ccc(C(C)=O)cc4)c3=O)n2)cc1OC,119
COc1cc(OC)cc(C(=O)Nc2ccc3c(c2)C(=O)NCCO3)c1,65
CN(CCO)c1cc(N2CCN(C(=O)c3ccco3)CC2)c2nonc2c1[N+](=O)[O-],72
COc1ccc(-c2ccnc(SCC(=O)NCCSCc3ccco3)n2)cc1,58
Cc1ccc(CN2CC(c3nc(-c4cccs4)no3)CC2=O)cc1 (centres undefined),62
COc1cccc(C(=O)Nc2c3c(nn2-c2nc4ccccc4s2)CCC3)c1OC,62
CSc1nc2ccc(NC(=O)/C=C/c3ccccc3)cc2s1,83
Cc1ccc(C(CN2CCOCC2)c2nc(-c3ccccc3)nn(CN3CCOCC3)c2=O)cc1 (centres undefined),71
c1ccc(N=c2scc(-c3cccs3)n2-c2ccccc2)cc1,64
CCS(=O)(=O)c1ccc(C(=O)Nc2nnc(Cc3ccc(Cl)s3)o2)cc1,67
CCOc1ccc(C)cc1S(=O)(=O)Nc1ccc2c(c1)N(S(=O)(=O)CC)CCC2,75
CC(C)(C)C(=O)Nc1ccc(S(N)(=O)=O)cc1,56&53
COc1ccc(CNC(=O)C(=O)Nc2ccc(C)c(C)c2)cc1,69
Cc1cccc2sc(N(Cc3cccnc3)C(=O)c3ccc(C(=O)c4ccccc4)cc3)nc12,67
COC(=O)c1ccc(Oc2c(C)oc3c(CN4CCCCC4)c(O)ccc3c2=O)cc1,55&60
COc1ccc(OC)c(S(=O)(=O)c2ccc([N+](=O)[O-])cc2Cl)c1,52

# The listing continues:
Compound,RMI FANCM FP
O=C1NC(c2c(F)cccc2Cl)C(C(=O)c2ccccc2)C(O)(C(F)(F)F)N1 (centres undefined),59
CCc1ccccc1NC(=O)CSc1nccn2nc(-c3ccc(F)cc3)cc12,103
CCCc1nn(S(=O)(=O)c2ccc(F)cc2F)cc1C(=O)OCC,46
O=C(COc1ccc2c(c1)OCO2)Nc1ccc(-c2ccc(N3CCCC3)nn2)cc1,79
NNc1nc2ccccc2[nH]c1=O,55
O=c1c2sccc2nc(SCc2nc(-c3ccc4c(c3)OCO4)no2)n1-c1ccc(F)cc1,79
Nc1nc2c(=O)[nH]nc(-c3ccccc3)c2s1,72
COc1ccc(NC(=O)CS/C(C(C)=O)=C(\C)O)cc1,50
CN(C)CCCn1c(-c2ccc([N+](=O)[O-])cc2)nc(=S)c2c1CCCC2,59
COc1ccc(SCC(=O)Nc2nnc(-c3cc(C)n(C)n3)o2)cc1,75
CCOc1ccc2nc(N(Cc3ccccc3)C(=O)c3ccnn3C)sc2c1,68
CC(C)(C)n1nc2c(c1N)CSC2,61
Cc1ccc(NC(=O)Cn2c(=O)n(Cc3ccc4c(c3)OCO4)c(=O)c3oc4ccccc4c32)cc1,63
N#Cc1c(N)sc2c1CCC2,50
COC(=O)CC1C(=O)NCCN1C(=S)NC(=O)c1cccs1 (centres undefined),58
C=CCn1c(=NC(=O)CC)sc2cccc(C)c21,60
O=C(Nc1nc(-c2ccc(Cl)c(Cl)c2)cs1)c1ccc(S(=O)(=O)N2CCCCC2)cc1,9
O=C(Nc1ccc(O)c(-c2nc3ccccc3s2)c1)C1CCN(S(=O)(=O)c2cccs2)CC1,61
COc1cc(/C=C/C=O)cc(OC)c1OC,65
NC(N)=NS(=O)(=O)c1ccc(N)cc1,63&57
Cc1cc(NC(=O)COC(=O)c2ccco2)no1,63
CC1CCN(S(=O)(=O)c2ccc(NC(=O)c3ccco3)cc2)CC1,69
C=CCN1C(=O)C(C)(C)COc2cc(NC(=O)CCc3ccccc3)ccc21,70
C=CCSc1ncc2c(=S)[nH]c(=S)[nH]c2n1,56
COc1cc(N2CCN(S(=O)(=O)c3ccc4cccc5c4c3CC5)CC2)nc(C)n1,53
O=C(On1nnc2ccccc2c1=O)c1cccc(N2C(=O)C=CC2=O)c1,49
Clc1ccc2nc(N/N=C\c3cn(-c4ccccc4)nc3-c3ccccc3)cc(-c3ccccc3)c2c1,68
CCc1nc2sc3c(c2c2n[nH]c(=S)n12)CCCC3,65
Cc1[nH]c2cc(C(F)(F)F)ccc2c(=O)c1CN1CCOCC1,67
O=C(CC1CCCC1)NCCOc1ccc2nnc(-c3cccc(F)c3)n2n1,67

# In the list so far, 3 have a tert-butyl group:
Compound,RMI FANCM FP
CCCN1CCCc2cc(CCNC(=O)CC(C)(C)C)ccc21,77
CC(C)(C)C(=O)Nc1ccc(S(N)(=O)=O)cc1,56&53
CC(C)(C)n1nc2c(c1N)CSC2,61

# Sorted by molar mass (highest first): 3 of the compounds above.
Compound,RMI FANCM FP
O=C1NC(c2c(F)cccc2Cl)C(C(=O)c2ccccc2)C(O)(C(F)(F)F)N1 (centres undefined),59
Nc1nc2c(=O)[nH]nc(-c3ccccc3)c2s1,72
NNc1nc2ccccc2[nH]c1=O,55

# The results go on.
Compound,RMI FANCM FP
Cc1ccc2c(C(=O)O)cc(-c3ccccc3)nc2c1,52
Cc1ccc(NC(=O)c2ccc(Cl)s2)c(C(=O)c2ccccc2)c1,60
O=C(CCCSc1ccc(NC(=O)c2cccs2)nn1)NCc1cccs1,73
Cc1ccc(C)c(Cn2ccn3nc(-c4ccc(C)c(C)c4)cc3c2=O)c1,79
CCOC(=O)C(=CNNc1ccnc2cc(Cl)ccc12)C(=O)OCC,56
CCOC(=O)CCc1c(C)c(C#N)c2[nH]c3ccccc3n2c1=O,62
CN1CCN(S(=O)(=O)c2ccc(Cl)c3ccccc23)CC1,60
COc1ccc(CCC(=O)NCCOc2ccc3nnc(-c4ccc(F)cc4)n3n2)cc1,71
Cc1cccc(-c2n[nH]c(=S)o2)c1,68
COC(=O)c1cc(-c2ccc(Cl)cc2)n(C(=O)OC)n1,67
CCOc1coc(C(=O)Nc2cccc(C(C)=O)c2)cc1=O,66
O=C(OCc1ccccc1)c1cnc(N2CCSCC2)nc1C(F)(F)F,66
CCC(=O)Nc1c(C)nc2scc(C)n2c1=O,52
CCCCn1c(=O)[nH]c2c(c1=O)CCC2,57
COC(=O)C1=C(Nc2ccc3c(c2)OCCO3)CSC1,60
Cc1nc2sc(C)c(C)n2c(=O)c1NC(=O)c1ccc(-c2ccccc2)cc1,60
N#CC1=C(N)Oc2n[nH]c(-c3ccccc3)c2C1c1cccc(OC(=O)N2CCOCC2)c1 (centres undefined),52
COC(=O)c1ccc(NC(=O)Cc2cc(=O)[nH]c(SCc3cccc(OC)c3)n2)cc1,54
Cc1ccccc1N=Nc1ccc(NC(=O)c2sc3ccccc3c2Cl)c(C)c1,52
CCOC(=O)c1c(C)[nH]c(C(=O)CSc2ccc(Cl)cc2)c1C,71
CCOc1coc(C(=O)NC(C)c2ccccc2)cc1=O (centres undefined),65
O=C(O)CCn1nc(-c2ccc(F)cc2)cc(Cc2ccccc2)c1=O,54
Cc1cc(C(=O)NC2(O)C(=O)c3ccccc3C2=O)n(C)n1,63
Cc1onc(-c2ccccc2Cl)c1C(=O)NCCc1ccc(N(C)C)cc1,69
O=S(=O)(NCCOc1ccc2c(c1)OCO2)c1ccc(-c2ccccc2)cc1,60
COc1ccc(Cl)cc1NC(=O)CSc1ncnc2c1nnn2Cc1ccccc1,61
Cc1cc(NC(=O)c2ccno2)n(-c2nc3ccccc3s2)n1,69
Cc1cc(OC(=O)c2cccs2)c(Cl)c(C)c1Cl,64
Cc1[nH]c2ccccc2c1C(C[N+](=O)[O-])c1cccs1 (centres undefined),54
c1ccc2c(c1)NC(c1ccc3c(c1)OCO3)O2 (centres undefined),45
O=C(NCC(c1ccco1)N1CCc2ccccc21)C(=O)Nc1ccccc1[N+](=O)[O-] (centres undefined),54
COc1ccccc1NC(=O)CCc1ccc(-c2ccc(Cl)cc2)o1,83
CCOC(=O)c1ccc(-n2c(C)cn3c4c(=O)n(C(C)C(C)=O)c(=O)n(C)c4nc23)cc1 (centres undefined),56
NC(=O)C1CCN(C(=O)c2ccc3c(=O)n(-c4ccc(F)cc4)c(SCc4cccc(F)c4)nc3c2)CC1,56
O=c1cc(CSc2ccccn2)[nH]c(=O)[nH]1,54
O=S(=O)(NCc1ccc2c(c1)OCO2)c1ccc(F)c(Cl)c1,57
COC(=O)C[C@H]1C2(C)CC34OC5(C)O[C@@]6([C@H](OC)C(OC(=O)C(C)C)[C@]7(C)C(/C(=C(/OC)C(C)C)C(=O)O[C@H]7c7ccoc7)[C@@]6(O5)[C@H](OC)[C@@]3(OC)C2OC(C)=O)[C@]14C (some centres undefined),57
O=C(NNC(=S)Nc1ccc(Cl)cc1)C1CC1,53
O=C1/C(=C/c2ccc(OS(=O)(=O)c3ccc4c(c3)OCCO4)cc2)SC(=S)N1c1ccccc1,68
CC(=O)Nc1cccc(C2=NN(C(=O)c3cccs3)C(c3ccco3)C2)c1 (centres undefined),68
O=C(NNC(=S)Nc1ccc(F)cc1)c1ccc[nH]1,56
CC(C)=CCc1c(O)cc2occ(-c3ccc4c(c3)OCO4)c(=O)c2c1O,60
CCOC(=O)c1ccc(NC(=O)CC2CCCCN2S(=O)(=O)c2ccc(OC)cc2)cc1 (centres undefined),57
COc1ccc(N=Cc2ccccc2N2CCN(C)CC2)cc1,50
Cc1onc(-c2ccccc2)c1C(=O)NCCNC(=O)c1c(-c2ccccc2)noc1C,-22*
O=C(NCCc1csc2nc(-c3ccc(F)cc3)nn12)C(=O)Nc1ccc2c(c1)OCCO2,59
CC(=O)Nc1sc2c(c1C(N)=O)CCCC2,56

# RMI FANCM FP: hit marks shown above.
Compound,RMI FANCM FP
Cc1onc(-c2ccccc2)c1C(=O)NCCNC(=O)c1c(-c2ccccc2)noc1C,-22*
